Compound activity: PubChem BioAssay, several laboratories
PLK1 PBD inh: inhibitors of human Plk1 polo box domain binding; P53350; Plk1 PBD phosphopeptide binding, fluorescence polarization; inhibition, %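 (tested at about 20 µM)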; 97,000 compounds, 0.13% hits; AID 693; in the data active means inhibition above about 34%, passing the limit was not always enough
PLAP activator: activators of human placental alkaline phosphatase | 96,000 compounds, 1.2% hits | P05187 | AID 696 | activation fold at 20 µM | purified PLAP enzyme, luminescent substrate read-out; stronger effect = higher value; in the data active means activation fold above about 2
CYP2C19 inhib: human CYP2C19 inhibition | inhibition, % at 5 µM | 96,000 compounds, 21% hits | CYP2C19 Supersomes, luciferin-H EGE luminescence, 30 min;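 active means CYP2C19 inhibition above a set limit at 5 µM in the primary screen, cut at about 50% in these data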;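 further: plate controls were negative control wells for no effect and 2.5 mM tranylcypromine positive control for full effect; values of inactives mirror those of a sister screen read the other way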
CYP2C9 activ: increases human cytochrome P450 2C9 activity. recombinant CYP2C9, luciferin-H conversion, luminescence; stronger effect = higher value; factor 1 = untreated enzyme, 0 = blocked. activation factor at 5 µM. 96,000 compounds, 1.4% hits. AID 1024;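 active means activation factor of 2 or more for CYP2C9 at a 5 µM dose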;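 further: 0 = sulfaphenazole-blocked wells and 1 = vehicle-only wells; values of inactives mirror those of a sister screen read the other way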
PLK1 inh: blocks human PLK1 kinase activity; inhibition, % at 10 µM; recombinant PLK1 kinase, TR-FRET peptide phosphorylation; AID 619; P53350; 97,000 compounds, 0.53% hits;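 active means inhibition of 50% or more in the single-concentration screen; inactive means inhibition below 50%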;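 further: 0% = DMSO max control and 100% = H-89 dihydrochloride min control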
HIV Rev-RRE inh: inhibitors of HIV-1 Rev-RRE RNA interaction; Rev peptide-RRE RNA binding, FRET; inhibition, % at 8 µM; 97,000 compounds, 0.79% hits; AID 704;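 active means inhibition above the screen-wide mean plus 3 SD, cut at about 35% in these data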;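 further: 0% = median DMSO wells and 100% = median Neomycin B control wells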
Target sequence (P05866 whole entry, looked up): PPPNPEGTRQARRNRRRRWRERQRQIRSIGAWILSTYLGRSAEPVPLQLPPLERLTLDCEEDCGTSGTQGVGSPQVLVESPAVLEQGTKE
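Test system: Cy5-tagged RRE RNA duplex with fluorescein-tagged Rev peptide; Probe or stimulus: labelled Rev peptide; Schedule: 5 min preincubation and 15 min binding, 25 °C; Signal: FRET fluorescence readout; Evaluation: % inhibition from 671/540 nm acceptor-to-donor ratio, scaled between controls; Control set: DMSO and neomycin B.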
CYP2C9 inh: human CYP2C9 inhibition | P11712 | CYP2C9 Supersomes, luciferin-H conversion, luminescence | inhibition, % at 5 µM | 96,000 compounds, 20% hits;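 active means blocking of liver enzyme CYP2C9 beyond about 50% at 5 µM, limit read from the data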; further: values of inactives mirror those of a sister screen read the other way
EphB4 ephrin blk: blocks human EphB4 binding to ephrin-B2; P54760; EphB4 LBD / TNYL-RAW-Alexa532 peptide, fluorescence polarization; inhibition, % at 7 µM; 97,000 compounds, 0.15% hits; AID 720;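 active means inhibition above the screen-wide mean inhibition plus 3 SD, cut at about 15% in these data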;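 further: 0% = DMSO wells and 100% = excess unlabeled TNYL-RAW peptide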
Target sequence (P54760 whole entry, looked up, the tested form may be a part): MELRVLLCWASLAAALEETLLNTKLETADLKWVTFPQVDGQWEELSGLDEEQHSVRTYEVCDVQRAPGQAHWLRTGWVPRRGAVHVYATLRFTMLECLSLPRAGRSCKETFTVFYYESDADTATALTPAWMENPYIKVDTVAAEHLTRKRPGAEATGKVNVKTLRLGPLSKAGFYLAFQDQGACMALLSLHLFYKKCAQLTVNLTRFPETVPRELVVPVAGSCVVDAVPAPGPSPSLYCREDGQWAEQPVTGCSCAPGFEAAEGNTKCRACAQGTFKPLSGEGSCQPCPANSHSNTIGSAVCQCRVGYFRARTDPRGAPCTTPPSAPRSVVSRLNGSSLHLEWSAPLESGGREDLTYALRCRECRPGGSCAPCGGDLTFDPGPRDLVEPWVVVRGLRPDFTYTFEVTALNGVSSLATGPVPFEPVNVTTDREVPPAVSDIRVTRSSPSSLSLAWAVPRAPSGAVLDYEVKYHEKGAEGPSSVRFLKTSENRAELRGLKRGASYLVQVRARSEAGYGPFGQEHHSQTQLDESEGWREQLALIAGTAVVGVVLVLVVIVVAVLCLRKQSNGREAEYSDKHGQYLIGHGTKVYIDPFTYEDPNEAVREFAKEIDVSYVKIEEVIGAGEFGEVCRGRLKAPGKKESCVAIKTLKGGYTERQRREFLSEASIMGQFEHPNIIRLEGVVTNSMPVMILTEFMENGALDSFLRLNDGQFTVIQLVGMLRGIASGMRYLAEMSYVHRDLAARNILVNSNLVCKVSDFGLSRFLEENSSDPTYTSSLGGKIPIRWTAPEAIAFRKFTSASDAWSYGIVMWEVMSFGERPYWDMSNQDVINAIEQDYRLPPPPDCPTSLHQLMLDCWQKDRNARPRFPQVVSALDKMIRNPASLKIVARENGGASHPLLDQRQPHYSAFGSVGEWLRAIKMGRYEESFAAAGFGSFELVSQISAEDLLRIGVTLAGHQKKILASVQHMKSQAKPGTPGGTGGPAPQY
CYP2C19 activ: cytochrome P450 2C19 (human) activation; recombinant CYP2C19, luciferin-H EGE luminescence; stronger effect = higher value; 0 = fully inhibited enzyme, 1 = untreated enzyme; activation factor at 5 µM; 96,000 tested, under 10 active;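 active means activation factor of at least 2 at 5 µM in the primary screen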;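 further: 0 = wells with 2.5 mM tranylcypromine and 1 = vehicle-only wells; values of inactives mirror those of a sister screen read the other way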
Active calls of the source: *; nt = not tested or not shown.

SMILES	PLK1 PBD inh	PLAP activator	CYP2C19 inhib	CYP2C9 activ	PLK1 inh	HIV Rev-RRE inh	CYP2C9 inh	EphB4 ephrin blk	CYP2C19 activ
O=C(CN(C1CC1)S(=O)(=O)c1ccc(S(=O)(=O)N2CCCCCC2)cc1)Nc1ccccc1	20	0.7	46	0.6	-4	4	40	-15	0.5
CCc1sc(C(=O)NCc2cc(C)n(C)n2)cc1Br	nt	1	46	0.9	nt	nt	7	nt	0.5
Clc1ccc(-c2nnsc2SCc2ccccc2)cc1	1	0.6	-13	0.7	5	7	26	-7	1.1
CCCn1nc(C(=O)Nc2cc(C(=O)OC)ccc2C)c2ccccc2c1=O	-18	1	28	0.6	4	6	37	5	0.7
COC(=O)c1cccc2c1-c1ccccc1/C2=N/O	-21	1.4	59*	0.2	-5	10	84*	-7	0.4
Cc1cccc(C)c1NS(=O)(=O)c1c(C)[nH]c(=O)[nH]c1=O	-16	1	-15	0.9	-1	12	5	-9	1.1
CCOC(=O)C1=C(C)NC(C)=C(C(=O)OCC)C1C(=O)OCC(=O)c1ccc2c(c1)OCCO2	1	1.5	68*	0.2	-4	10	85*	4	0.3
O=c1[nH]c2cc(Br)cnc2nc1/C=C(\O)c1ccc(F)cc1	-31	1	20	1	-7	60*	1	2	0.8
CCOc1nc(C)ccc1-c1noc(-c2ccco2)n1	-13	0.8	10	1	-10	0	2	-6	0.9
CS(=O)(=O)Cc1nc2ccccc2oc1=O	1	1.4	64*	0.6	-7	10	45	12	0.4
O=C(c1ccc(Br)o1)N(Cc1ccccc1)c1ccccn1	-8	0.9	72*	0.8	-20	0	22	-2	0.3
O=C(CCc1ccccc1)Nc1ccc2c(c1)OCCO2	-9	0.8	5	0.8	2	7	20	3	1
CCC(=O)N1CCc2cc(S(=O)(=O)NCCN3CCCCC3CC)ccc21 (stereo unspecified)	-4	1.6	0	1.2	2	7	-17	2	1
CN1CCCC(OC(=O)CCCC(=O)OC2CCCN(C)C2)C1 (stereo unspecified)	-23	1.6	13	0.8	0	-2	20	10	0.9
O=C(O)CC1SC(=Nc2cccc(C(F)(F)F)c2)NC1=O (stereo unspecified)	1	0.9	-1	1.1	-19	2	-11	2	1
COc1cc(C(=O)NC2CCN(Cc3nnnn3Cc3cccs3)CC2)cc(OC)c1OC	-12	1.8	5	0.6	-13	-2	36	2	1
COc1ccc(C2=NN(C(=O)CSc3cn(C)c4ccccc34)C(c3ccc(OC)cc3)C2)cc1 (stereo unspecified)	2	1.4	50*	0.4	-7	3	62*	-2	0.5
Cc1ccc(C23CC4CC(CC(C(=O)N5CCOCC5)(C4)C2)C3)cc1	-1	1.5	76*	0.4	-4	11	57*	-1	0.2
COC(=O)c1ccc(-c2ncc(-c3cccc4ccccc34)o2)cc1	7	nt	nt	nt	-17	3	nt	2	nt
CCCCN(C)C(=O)c1sc2ncn(CC)c(=O)c2c1C	-13	1	-20	1	-1	-3	-4	-1	1.2
Nc1nc(SCC(=O)N2CCCc3ccccc32)n(-c2ccccc2)n1	0	1.3	75*	0.7	1	3	34	2	0.3
C=CCn1c(N)c(C(=O)NCCC2=CCCCC2)sc1=S	23	1.1	5	0.8	-15	9	22	8	1
O=C(Nc1ccc(Cl)c(Cl)c1)N1CCC(N2CCCCC2)CC1	9	1.3	-16	1.1	-13	-2	-14	-2	1.2
O=C(Cn1nnc(-c2ccccc2)n1)NCc1ccccc1	-6	1	45	1.1	-13	-4	-11	-6	0.5
CCn1c(CNc2ccc(F)cc2)nnc1SCC(=O)Nc1ccccc1OC	-18	nt	nt	nt	-8	9	nt	10	nt
O=C(NC(NCc1ccccn1)(C(F)(F)F)C(F)(F)F)c1ccco1	-11	1	18	0.9	-10	6	14	-12	0.8
CC(=O)C1=C(O)C(=O)N(CCc2c[nH]c3ccccc23)C1c1ccc(O)cc1 (stereo unspecified)	-17	1	-11	0.5	5	6	53*	0	1.1
COc1ccc(C(=O)Cn2c(N3CCOCC3)nc3c2c(=O)n(C)c(=O)n3C)cc1	nt	1	-2	0.7	nt	nt	29	nt	1
COc1ccc(/C(O)=C2/C(=O)C(=O)N(CCN3CCOCC3)C2c2ccc(C)cc2)cc1 (stereo unspecified)	-31	1.2	5	0.8	-13	1	24	0	0.9
CC(C)CN=c1cc(-c2ccccc2)oc2ccc(Cl)cc12	-6	0.7	-6	1	-10	11	-4	4	1.1

Entries shown so far with bromine, in the order listed:
SMILES	PLK1 PBD inh	PLAP activator	CYP2C19 inhib	CYP2C9 activ	PLK1 inh	HIV Rev-RRE inh	CYP2C9 inh	EphB4 ephrin blk	CYP2C19 activ
CCc1sc(C(=O)NCc2cc(C)n(C)n2)cc1Br	nt	1	46	0.9	nt	nt	7	nt	0.5
O=c1[nH]c2cc(Br)cnc2nc1/C=C(\O)c1ccc(F)cc1	-31	1	20	1	-7	60*	1	2	0.8
O=C(c1ccc(Br)o1)N(Cc1ccccc1)c1ccccn1	-8	0.9	72*	0.8	-20	0	22	-2	0.3

2 consecutive entries out of the list so far, for reference:
SMILES	PLK1 PBD inh	PLAP activator	CYP2C19 inhib	CYP2C9 activ	PLK1 inh	HIV Rev-RRE inh	CYP2C9 inh	EphB4 ephrin blk	CYP2C19 activ
COc1ccc(/C(O)=C2/C(=O)C(=O)N(CCN3CCOCC3)C2c2ccc(C)cc2)cc1 (stereo unspecified)	-31	1.2	5	0.8	-13	1	24	0	0.9
CC(C)CN=c1cc(-c2ccccc2)oc2ccc(Cl)cc12	-6	0.7	-6	1	-10	11	-4	4	1.1

(further entries)
SMILES	PLK1 PBD inh	PLAP activator	CYP2C19 inhib	CYP2C9 activ	PLK1 inh	HIV Rev-RRE inh	CYP2C9 inh	EphB4 ephrin blk	CYP2C19 activ
Cc1cc(C)c(NC(=O)C2CCCCN2C)c(C)c1 (stereo unspecified)	-13	0.9	-9	1.1	-6	1	-8	2	1.1
O=C(CCCN1C(=O)CCC1=O)Nc1ccc(Br)cc1F	-10	0.9	34	0.8	-13	6	20	-1	0.7
COc1cc(C=O)ccc1OCCOCCOc1c(C)cc(Cl)cc1Cl	10	nt	nt	nt	-10	12	nt	-9	nt
O=C(NCCc1ccccc1)c1ccc(Cl)nc1	2	nt	nt	nt	-7	7	nt	-1	nt
CN(Cc1ccco1)C(=O)Cn1c(=O)oc2cc(S(=O)(=O)NCc3ccccc3)ccc21	-8	0.9	98*	1	-5	8	1	-4	0
CC(=O)CCS(=O)(=O)c1ccc(C)c(C)c1	nt	1	35	1.6	nt	nt	-63	nt	0.6
Cn1cc(Cl)c(C(=O)Nc2nc3ccc(Cl)cc3s2)n1	0	1.1	-22	1.3	-43	2	-33	3	1.2
Cc1cccc(N2CCN(C(=O)C3CCN(c4nnc(-n5cccc5)s4)CC3)CC2C)c1 (stereo unspecified)	nt	1.5	34	0.6	nt	nt	37	nt	0.7
O=C(c1coc2ccccc2c1=O)N1CCN(c2cccc(C(F)(F)F)c2)CC1	4	1.2	24	0.5	-19	12	53*	2	0.8
FC(F)(F)c1nnc2ccc(NCn3nnc4ccccc43)nn12	21	1.2	43	0.3	13	4	68*	5	0.6
Cc1ccc2c(c1)c1ncn(CCC3=CCCCC3)c(=O)c1n2C	2	0.9	77*	0.1	-1	8	87*	2	0.2
Cc1cc(C)n(C(=O)CN2C(=O)c3ccccc3C2=O)n1	0	1	6	0.8	3	3	16	4	0.9
CCOC(=O)C1CCN(C(=S)Nc2cccc(C)c2)CC1	13	1.1	96*	0.8	-8	0	24	-5	0
C=CCn1c(CCNC(=O)c2ccccc2F)nnc1SCC(=O)Nc1nc(C)cs1	26	1.5	31	0.5	-9	2	50*	-1	0.7
CN=c1sc2ccccc2n1CC(O)COCc1ccco1 (stereo unspecified)	-4	1.2	32	1	18	7	0	-2	0.7
O=C(CC1SC(=O)N(Cc2cccc3ccccc23)C1=O)Nc1nccs1 (stereo unspecified)	25	0.9	9	1.3	8	7	-27	-3	0.9
O=C1CCSc2ccc(Cl)cc2N1Cc1cccc(Cl)c1	17	1	64*	0.9	-9	11	14	-3	0.4
CC(C)(C)c1ccc(S(=O)(=O)NCc2ccc(C(=O)N3CCOCC3)cc2)cc1	-7	0.9	2	1.4	0	10	-36	6	1
CCOC(=O)c1cc(C(=O)OCC)c2cccc(C)n2c1=O	5	1.3	-4	0.9	-10	11	6	6	1
Cc1c(C=O)c2ccccn2c1C(=O)c1ccncc1	5	1.1	86*	0.6	-3	4	40	11	0.1
O=C(c1ccccc1F)N1CCC(O)(c2cccnc2)CC1	10	0.9	30	1.1	-6	-1	-10	-1	0.7
COc1ccc2cc(C(=O)NC3CCCCC3)c(=O)oc2c1	1	1	96*	0.3	-25	-2	70*	-8	0
CCOC(=O)N1CCC(Nc2c(NCCCN(CC)Cc3ccccc3)c(=O)c2=O)CC1	-8	1.3	1	1.1	0	-1	-8	-1	1
COc1cccc(NC(=O)CCCn2c(=O)[nH]c3ccccc3c2=O)c1	-2	1	25	0.3	-13	5	72*	4	0.8
CCNc1nc(NCC)nc(ON=C(C)C)n1	-8	1	1	1	-16	1	0	-9	1
CC1CC(C)(C)Nc2ccc(OC(=O)c3ccco3)cc21 (stereo unspecified)	-19	1.2	30	1	-7	-2	2	-2	0.7
NC(=O)SCC(=O)Nc1ccc(Cl)cc1	-1	1.2	36	0.5	-10	10	51*	-4	0.6
N#Cc1cc2c(nc1SCC(=O)Nc1sc3c(c1C#N)CCC3)CCC2	9	0.9	-14	1	-2	8	-4	1	1.1
N#Cc1ccc(C(=O)NCC(c2ccco2)N2CCCCC2)cc1 (stereo unspecified)	8	1	3	0.8	1	-5	16	1	1
CCOC(=O)c1nc(N2CCN(C(=O)OCC)CC2)c2c3c(sc2n1)CCCC3	-4	1.4	62*	0.4	0	1	60*	-5	0.4
COC(=O)C1=C(N)c2ccccc2C1(C#N)c1ccccc1 (stereo unspecified)	12	1	22	0.7	-6	8	30	-3	0.8
CC1CCC(N2CCN(c3ncccn3)CC2)CC1 (stereo unspecified)	-21	1.1	-5	1.1	-2	8	-14	2	1
Cc1[nH]n(-c2ccccc2)c(=O)c1-c1ccc(Cl)cc1	-4	0.9	3	0.5	1	10	45	5	1
CCOC(=O)CN1c2ccccc2NC(=O)CC1C (stereo unspecified)	13	1	5	1.1	13	3	-8	-10	0.9
Cc1nc(SCC(=O)NCc2ccco2)nc(C)c1C	nt	1.1	28	1.2	nt	nt	-19	nt	0.7
O=C(c1ccc(CNc2c(N3CCCC3)c(=O)c2=O)cc1)N1CCc2ccccc2C1	-15	1.6	35	0.5	-13	2	50*	-4	0.6
CCCCn1c(SCC(=O)Nc2cc(C)on2)nnc1-c1ccco1	-12	0.8	17	1	2	9	4	6	0.8
CC(=O)N1C(=O)C2(C(C#N)=C(N)Oc3cc(C)oc(=O)c32)c2ccccc21 (stereo unspecified)	1	0.8	50	0.1	-6	10	88*	1	0.5
Clc1cccc(CSc2nccn2-c2ccccc2)c1	15	0.8	73*	0.8	-14	7	16	4	0.3
Cc1ccc(S(=O)(=O)N2CCN(C(=O)C3CCCCC3)CC2)cc1	nt	0.9	29	1	nt	nt	4	nt	0.7
Cc1ccc2nc(-c3cccc(N)c3)[nH]c2c1	-12	nt	nt	nt	-6	4	nt	-6	nt
CC(C)C(=O)Nc1cc(=O)[nH]c2ncnn12	6	0.8	-2	1	-2	9	-4	10	1
O=C(OCc1nnc(-c2ccc(Cl)cc2)o1)c1ccc(=O)n(Cc2ccccc2)n1	15	1.1	11	1.8	-11	14	-81	-10	0.9
COc1cccc(CNC(=O)C2(C)Oc3ccccc3NC2=O)c1 (stereo unspecified)	-4	0.8	72*	0.1	-8	5	92*	-1	0.3
Cc1cc(C)n(-c2ccc(F)cc2)c(=O)c1C(=O)O	-1	0.9	-10	1	0	3	0	0	1.1
CC(C)NCCOc1cccc(Br)c1	-6	0.9	-2	1.1	-18	3	-7	4	1

Compounds as they come (roughly 29% active in at least one column).
